ERp5 inh – ERp5 (human) disulfide isomerase inhibition. Q15084. ERp5 insulin aggregation, absorbance 650 nm, 90 min. inhibition, % at 9.99 µM. hit rate 0.05% among 350,000. AID 651711;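 active = mean replicate inhibition above about 25%, with every replicate also reaching it, limit read from the data, passing the limit was not always enough; inconclusive = only one of those two criteria met; inactive = neither criterion met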
PglD DTNB – PglD (C. jejuni) enzyme inhibition. hit rate 0.098% among 360,000. inhibition, % at 12.5 µM. purified PglD enzyme, DTNB colorimetric CoA detection; in the data active = inhibition above about 16%, passing the limit was not always enough; inconclusive = no clear call, values can overlap the other calls; note: strong numbers were not always called active
ARNT TACC3 PPI – ARNT/TACC3 interaction disruption. AlphaScreen His-ARNT PAS-B/GST-TACC3 binding, luminescence; TACC3 fragment carries E629A point mutation. inhibition, % at 9.99 µM. hit rate 0.66% among 390,000. AID 623870;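 active = mean inhibition of replicates at least 50% and at least half of replicates each reaching 50%; inconclusive = half or more replicates reach 50% but mean below 50%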;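 note: 0% = complete ARNT plus TACC3 wells and 100% = ARNT alone without TACC3; many hits fall short of the cut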
RAD54 branch – inhibitors of human RAD54 branch migration. RAD54 Holliday junction branch migration, FAM/BHQ fluorescence. inhibition, % at 10.4 µM. hit rate 0.14% among 360,000. AID 602329;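 active = mean normalized replicate activity at least 40 and at least half of replicates scoring 40 or more; inconclusive = only one of the two criteria met; inactive = mean below 40 and under half of replicates reaching 40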;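 note: 0% = median of neutral control wells and 100% = median of positive control wells; inhibitors cause a drop in the FAM fluorescence signal; in these data hits start at about 50%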
RAD52 anneal inh – inhibitors of human RAD52 DNA annealing; P43351; AID 651710; hit rate 0.46% among 360,000; recombinant RAD52 DNA annealing, FRET fluorescence; inhibition, % at 18.7 µM;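 active = every replicate showing at least 50% inhibition; inconclusive = mean inhibition at least 50% but not in every replicate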
esBAF inh – inhibitors of esBAF chromatin remodeling in mouse ES cells | Bmi1-luciferase knock-in reporter, 24 h; 100% = twice the neutral-well signal | AID 602393 | reporter increase, % at 12.5 µM | hit rate 2% among 350,000; in the data active = activation above about 40%; inconclusive = no clear call, values can overlap the other calls;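 note: 0% = median of the plate's neutral control wells and 100% = double that signal; a rise in the Bmi1 reporter signal indicates esBAF inhibition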
E-sel inducer – E-selectin induction on HUVECs. P16581. HUVEC E-selectin immunofluorescence imaging; normalized: neutral wells 0, TNF-alpha wells 100. activation, % at 7.58 µM. hit rate 0.37% among 260,000. AID 686992;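 active = mean E-selectin-positive cell signal at least 10% of the positive control, reached in at least 60% of replicates, without over 20% cell loss; inconclusive = no rule given, readout overlaps actives, possibly toxicity-flagged; inactive = the rest, including those meeting only one limit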;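 note: in these data hits start at about 27%; measured in HUVEC primary endothelial cells; signal is the percent of cells scored E-selectin positive by PE staining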
Target sequence (P16581 whole entry, looked up): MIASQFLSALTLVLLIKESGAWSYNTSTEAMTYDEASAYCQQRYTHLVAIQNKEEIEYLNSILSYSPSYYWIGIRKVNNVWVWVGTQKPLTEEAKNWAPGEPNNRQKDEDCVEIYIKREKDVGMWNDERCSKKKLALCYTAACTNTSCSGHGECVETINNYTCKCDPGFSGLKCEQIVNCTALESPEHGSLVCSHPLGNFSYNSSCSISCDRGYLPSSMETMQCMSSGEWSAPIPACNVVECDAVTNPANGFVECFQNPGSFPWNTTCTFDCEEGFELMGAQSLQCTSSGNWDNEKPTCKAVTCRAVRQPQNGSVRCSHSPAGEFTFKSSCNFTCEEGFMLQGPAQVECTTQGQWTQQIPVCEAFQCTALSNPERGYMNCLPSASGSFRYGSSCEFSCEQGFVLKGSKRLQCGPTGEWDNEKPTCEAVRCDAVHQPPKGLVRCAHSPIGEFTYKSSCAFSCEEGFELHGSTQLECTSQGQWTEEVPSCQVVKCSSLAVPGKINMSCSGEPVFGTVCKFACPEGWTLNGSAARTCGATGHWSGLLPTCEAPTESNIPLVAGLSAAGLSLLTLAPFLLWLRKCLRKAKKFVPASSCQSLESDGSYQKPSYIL
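Assay system: HUVEC, human umbilical vein endothelial cells / Amount: 3,000 HUVEC/well / Controls: TNF-alpha positive control, DMSO neutral control / Compound dosing: single concentration / Medium: EGM-2 over gelatin coat / Evaluation: percent E-selectin-positive cells / Signal: immunofluorescence imaging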
Casp6 inh – blocks human caspase-6 cleavage activity; inhibition, % at 12.5 µM; purified caspase-6, Z-VEID-R110 cleavage fluorescence; P55212; hit rate 0.53% among 350,000; AID 686996;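 active = mean inhibition across replicates at least about 35%, with every replicate also reaching that limit, limit read from the data; inconclusive = only one of the two criteria met; inactive = neither criterion met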;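 note: 0% = median of neutral control wells and 100% = no fluorescence left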
Target sequence (P55212 24-179 limits assumed): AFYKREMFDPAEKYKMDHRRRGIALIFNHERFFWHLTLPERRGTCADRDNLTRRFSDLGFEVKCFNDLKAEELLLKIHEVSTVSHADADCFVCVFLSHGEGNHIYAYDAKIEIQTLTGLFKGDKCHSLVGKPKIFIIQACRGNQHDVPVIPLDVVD
Target sequence (P55212 194-293 limits assumed): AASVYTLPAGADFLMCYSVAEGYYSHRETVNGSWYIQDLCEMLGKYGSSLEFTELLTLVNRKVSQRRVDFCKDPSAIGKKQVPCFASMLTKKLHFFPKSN
An asterisk follows results filed as active; ? = inconclusive; · = no result given.

The first three records (preview)
nr	mol	ERp5 inh	PglD DTNB	ARNT TACC3 PPI	RAD54 branch
1	COc1ccc(NC(=O)C2CCCCN2N)cc1OC (centres undefined)	·	-2	-7	-3
2	COCCNC(=O)CCc1nnc2ccc(N3CCC(C)CC3)nn12	4	1	1	8
3	Cc1ccccc1Nc1ncnc2[nH]ncc12	0	-4	-3	4

nr	RAD52 anneal inh	esBAF inh	E-sel inducer	Casp6 inh
1	·	6	·	·
2	12	-4	0.0	-3
3	-5	-2	-0.8	0

This part in full (from the top)
nr	mol	ERp5 inh	PglD DTNB	ARNT TACC3 PPI	RAD54 branch
1	COc1ccc(NC(=O)C2CCCCN2N)cc1OC (centres undefined)	·	-2	-7	-3
2	COCCNC(=O)CCc1nnc2ccc(N3CCC(C)CC3)nn12	4	1	1	8
3	Cc1ccccc1Nc1ncnc2[nH]ncc12	0	-4	-3	4
4	Cc1nc(-c2cccc(NC(=O)c3ccc(-n4cccn4)cc3)c2)cs1	-4	5	2	-3
5	Cc1cccc(C(=O)Nc2c3c(nn2C(C)(C)C)CS(=O)(=O)C3)c1	4	0	-11	4
6	O=C(Cn1nnc2ccccc21)OCc1ccccc1	-23	·	-6	·
7	Cc1ccc(S(=O)(=O)N2CCC(=O)N(C(COCc3ccc(Cl)cc3Cl)Cc3ccccc3)CC2)cc1 (centres undefined)	0	-3	2	0
8	Cc1ccccc1S(=O)(=O)N1C[C@@H](O)COC[C@H]2O[C@@H](CC(=O)NCCc3ccccc3)CC[C@@H]21	-12	1	4	-11
9	COc1cccc(/C=C/c2nc(S(=O)(=O)c3ccccc3)c(N3CCC(C(N)=O)CC3)o2)c1	3	-4	·	3
10	CCOC(=O)CN1CC23C=CC(O2)C(C(=O)Nc2ccc(OCC)cc2)C3C1=O (centres undefined)	2	-1	0	3

nr	RAD52 anneal inh	esBAF inh	E-sel inducer	Casp6 inh
1	·	6	·	·
2	12	-4	0.0	-3
3	-5	-2	-0.8	0
4	-16	6	0.4	-7
5	-9	-5	·	-3
6	-5	·	0.6	-1
7	-14	5	-0.1	0
8	24	2	0.0	-11
9	-5	1	0.6	-1
10	2	8	3.6	-1

Next entries:
nr	mol	ERp5 inh	PglD DTNB	ARNT TACC3 PPI	RAD54 branch
11	CCC(=O)Nc1ccc2c(c1)C(=O)N(C)C[C@@H](OC)[C@@H](C)CN(C(=O)NC(C)C)[C@H](C)CO2	6	-2	-10	-10
12	CC(/C=C/c1ccccc1)=N\NC(=O)c1cc(C)nc2ccccc12	-2	-1	-3	4
13	S=c1[nH]nc(Cc2ccc(Br)cc2)n1/N=C/c1ccc(Cl)cc1	3	·	22	·
14	CCN(C1CCS(=O)(=O)C1)S(=O)(=O)c1cccs1 (centres undefined)	·	-1	-1	-1
15	CCN(CC)CCN(C(=O)c1ccc2c(c1)OCCO2)c1nc2c(Cl)cccc2s1	4	4	10	10
16	O=C1c2cc(CO)cc(O)c2C(=O)c2c(O[C@@H]3OC(CO)[C@@H](O)[C@@H](O)[C@@H]3O)cccc21 (some centres undefined)	4	-4	-13	?
17	CCN(C(=O)c1ccc(S(=O)(=O)N2CCCC2)cc1)C1CCS(=O)(=O)C1 (centres undefined)	4	0	-17	-6
18	Cc1cc(C(=O)NC2CCCN(Cc3ccccc3F)C2)n[nH]1 (centres undefined)	5	3	-1	8
19	C[C@H]1CN([C@@H](C)CO)C(=O)c2cccc(NC(=O)C3CCOCC3)c2O[C@H]1CN(C)CC1CC1	1	-1	25	2
20	O=C(CSC1=NS(=O)(=O)c2ccccc2N1)NCCc1ccccc1	18	·	0	·

nr	RAD52 anneal inh	esBAF inh	E-sel inducer	Casp6 inh
11	-12	1	-0.2	2
12	-13	·	-0.1	-1
13	-9	·	8.9	-2
14	·	-3	·	·
15	-5	4	-0.5	-5
16	-1	-2	·	10
17	-2	4	0.4	-2
18	-5	·	·	-1
19	2	0	0.7	-4
20	-13	0	-0.1	0

The list goes on.
nr	mol	ERp5 inh	PglD DTNB	ARNT TACC3 PPI	RAD54 branch
21	O=C(NCc1ccccn1)C1CCC(=O)N1C1CCCCC1 (centres undefined)	1	-1	30	-6
22	O=C(CN1C(=O)CCSc2ccc(S(=O)(=O)N3CCOCC3)cc21)Nc1cccc(F)c1	-8	-6	-1	-16
23	C[C@H]1CN([C@@H](C)CO)C(=O)Cc2cc(NC(=O)C3CCCCC3)ccc2O[C@H]1CN(C)S(=O)(=O)c1ccc(F)cc1	4	3	-28	-12
24	COC(=O)C1=C(N)Oc2cc(C)[nH]c(=O)c2C1c1cc(OC)c(OC)c(OC)c1 (centres undefined)	·	3	-3	-5
25	COCCN1CCn2c(nc3cc(NC(=O)NC4CCCCC4)ccc32)C1	·	2	4	-23
26	CCn1c(/C=N/c2nc3ccccc3n2C)nc2ccccc21	-2	·	-19	·
27	CN(c1ccccc1)S(=O)(=O)c1cccc(NC(=O)c2ccc(=O)[nH]n2)c1	8	-3	-1	-1
28	O=C(NC1CCC1)[C@H]1[C@H](CO)[C@H]2Cn3c(ccc(-c4ccc(F)cc4)c3=O)[C@@H]1N2	1	3	0	-5
29	Cc1nn(C(C)C(=O)NC2CC2)c(=O)c2nn(-c3ccccc3)c(C)c12 (centres undefined)	3	1	27	-6
30	Cc1cc(C(=O)CSc2ccc(F)cc2)cc(C)c1OC(=S)N(C)C	·	-1	7	8

nr	RAD52 anneal inh	esBAF inh	E-sel inducer	Casp6 inh
21	-12	-4	0.2	1
22	-17	-4	·	7
23	18	0	0.2	-1
24	·	-11	·	·
25	·	5	·	·
26	-11	·	·	-4
27	-20	-8	·	7
28	-6	-4	0.3	-1
29	-9	-6	·	-1
30	·	-23	·	·

Next section
nr	mol	ERp5 inh	PglD DTNB	ARNT TACC3 PPI	RAD54 branch
31	COc1ccccc1C#Cc1ccc2c(c1)O[C@@H](CN(C)Cc1cncnc1)[C@@H](C)CN([C@H](C)CO)S2(=O)=O	-5	-6	11	2
32	Cc1csc(-c2nc3ccccc3n2C(C(=O)Nc2c(C)cccc2C)C2CC2)c1 (centres undefined)	1	·	·	·
33	Cc1c(Br)cc(C(=O)N2CCN(CCO)CC2)c(C)c1C	·	-5	-6	5
34	O=C1NC(=O)/C(=C/c2ccccc2OCc2ccccc2)S1	?	7	-1	3
35	O=C(NCc1cccnc1)c1ccc(S(=O)(=O)N2CCCCCC2)cc1	-2	·	·	·
36	C[C@@H]1CN([C@@H](C)CO)C(=O)Cc2cc(NS(=O)(=O)c3cn(C)cn3)ccc2O[C@@H]1CN(C)Cc1ccncc1	2	1	16	-6
37	O=C(c1ccccc1)N1CC(=O)N2[C@H](C1)[C@@H](c1ccc(C#CCC3CCCC3)cc1)[C@@H]2CO	0	·	·	·
38	CCCc1cc(=O)[nH]c(SCC(=O)N2c3ccccc3NC(=O)C2(C)C)n1	7	0	21	12
39	COc1ccc(N(CC(=O)N/N=C/c2cccc3c2OCCO3)S(=O)(=O)c2ccc(NC(C)=O)cc2)cc1	·	3	-5	5
40	Cc1ccsc1C(=O)OCC(=O)c1ccc[nH]1	-7	-2	-16	-6

nr	RAD52 anneal inh	esBAF inh	E-sel inducer	Casp6 inh
31	17	8	0.2	-1
32	-16	·	-0.1	1
33	·	4	·	·
34	-6	-7	-0.1	4
35	-15	·	3.1	1
36	-1	0	·	1
37	-16	·	-0.3	-1
38	-16	-6	·	15
39	·	-2	·	·
40	-7	48*	·	1

New compounds follow
nr	mol	ERp5 inh	PglD DTNB	ARNT TACC3 PPI	RAD54 branch
41	COc1cccc(CSc2nc3nc(C)cc(C)n3n2)c1	4	2	-4	-10
42	Cn1cnnc1Sc1ccc(/C=C(\CC(=O)O)c2nc3ccccc3s2)cc1[N+](=O)[O-]	1	0	12	-11
43	CN(C)c1ccc(/C=N/NC(=O)c2nnn(-c3nonc3N)c2CN2CCCCCC2)cc1	1	-9	·	7
44	CC(C)(C)SCCNC(=O)COc1ccccc1	·	0	3	-8
45	Cc1nc2ccc(C(=O)NCCCn3ccnc3)cn2c1N(C)C(=O)CCc1ccccc1	-1	-2	·	12
46	COCc1c(C(=O)OCC(=O)c2ccc[nH]2)oc2ccccc12	2	1	-4	1
47	CCOc1ccc(NC(=O)Nc2cc(C)ccc2OC)cc1	·	-3	9	4
48	CCOC(=O)C1=C(CNCCOc2ccc(OC)cc2)NC(=O)NC1c1ccc2c(c1)OCO2 (centres undefined)	-3	·	-8	·
49	C[C@H]1CN([C@@H](C)CO)C(=O)c2cccc(NS(=O)(=O)c3ccc(F)cc3)c2O[C@H]1CN(C)S(=O)(=O)c1ccc(Cl)cc1	-3	-2	6	0
50	C/C=C/c1ccc([C@H]2[C@H]3CN(S(=O)(=O)c4cccs4)CCCCN3[C@H]2CO)cc1	3	3	-1	3

nr	RAD52 anneal inh	esBAF inh	E-sel inducer	Casp6 inh
41	-21	25	-0.1	-2
42	-4	-2	2.4	19
43	-22	4	-0.2	-1
44	·	16	·	·
45	-4	-6	0.1	-24
46	-18	·	-0.1	-1
47	·	26	-0.7	·
48	6	·	·	4
49	31	0	-0.1	-7
50	-19	·	-0.1	0

Additional compounds
nr	mol	ERp5 inh	PglD DTNB	ARNT TACC3 PPI	RAD54 branch
51	N#CCSc1nc2ccccc2c(=O)n1CCC(=O)NC1CCCCC1	0	-3	-1	2
52	Cc1ccc(S(=O)(=O)N(C)C[C@H]2OCCCC[C@@H](C)Oc3ccc(NS(=O)(=O)c4c(C)noc4C)cc3C(=O)N([C@H](C)CO)C[C@@H]2C)cc1	0	-2	-4	6
53	CC(O)Cc1cn(CC(=O)N2CCNCC2)nn1 (centres undefined)	1	-2	-11	-11
54	C=C(C)C(C)(C#CCN1CCCC1)OC(C)=O (centres undefined)	·	-1	-2	3
55	CCc1nnc(NC(=O)c2ccc(NC(=O)C(C)C)cc2)s1	-4	·	-9	·
56	S=C1NCN(CCc2ccccc2)CN1Cc1ccccc1	0	-3	0	-2
57	CCCCC1=CC2=C(c3ccco3)C(=O)C(C)(OC(=O)c3ccc(OC)cc3)C(=O)C2=CN1C(CO)CO (centres undefined)	-5	1	6	-10

nr	RAD52 anneal inh	esBAF inh	E-sel inducer	Casp6 inh
51	-2	-3	·	1
52	-22	-9	·	1
53	-7	14	0.2	-7
54	·	-1	·	·
55	-6	·	0.7	17
56	-12	0	·	5
57	-69	-10	0.1	5

Bioassay records deposited in PubChem BioAssay by Broad Institute.
